Bioassay records deposited in PubChem BioAssay by National Center for Advancing Translational Sciences (NCATS).
GLP1R inv ag – inverse agonists of human GLP-1 receptor | P43220 | Potency, µM (titrated, usually from 38.3 µM), for inactives: top-dose activity change, negative = inhibition, most hits filed as inhibitors | AID 624417 | HEK293 GLP-1R CRE-luciferase, luminescence, 24 h; GLP-1R form is constitutively active | actives 1.6% (n = 410,000); also: potency is read from the fitted curve at half-maximal effect; % is scaled to controls: 0 for no effect and ±100 for the full control effect; nearly all actives have a fitted effect of over 55% in size
Target sequence (P43220 whole entry, looked up): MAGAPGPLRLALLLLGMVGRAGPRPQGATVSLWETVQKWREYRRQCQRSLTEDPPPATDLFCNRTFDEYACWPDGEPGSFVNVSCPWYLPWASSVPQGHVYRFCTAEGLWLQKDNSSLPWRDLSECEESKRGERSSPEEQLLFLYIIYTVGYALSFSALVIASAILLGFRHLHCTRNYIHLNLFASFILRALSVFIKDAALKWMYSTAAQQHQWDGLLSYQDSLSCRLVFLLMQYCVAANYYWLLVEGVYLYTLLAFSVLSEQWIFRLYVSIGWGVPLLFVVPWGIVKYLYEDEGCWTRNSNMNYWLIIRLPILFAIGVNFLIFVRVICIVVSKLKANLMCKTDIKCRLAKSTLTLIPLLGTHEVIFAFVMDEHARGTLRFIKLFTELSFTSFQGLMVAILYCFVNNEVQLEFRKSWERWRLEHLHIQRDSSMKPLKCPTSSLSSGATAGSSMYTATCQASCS
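HEK293 cells stably co-expressing a cAMP-responsive luciferase reporter and constitutively active GLP-1R were seeded, incubated 12 h, then exposed to compounds for 24 h at 37 C. Luminescence was read 12 min after detection reagent; inverse agonists lower signal.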
D3 antag – D3 dopamine receptor (human) antagonism | max response, negative = inhibition, % | AID 652054 | P35462 | D3R cells, DiscoveRx beta-arrestin luminescence, antagonist mode; hits give low values | actives 2.5% (n = 360,000); in the data active = max response below about -50%; inconclusive = no clear call, values can overlap the other calls; also: % is scaled to controls: 0 for no effect and ±100 for the full control effect; mostly tested at two doses, the higher about 12 µM
Target sequence (P35462 whole entry, looked up): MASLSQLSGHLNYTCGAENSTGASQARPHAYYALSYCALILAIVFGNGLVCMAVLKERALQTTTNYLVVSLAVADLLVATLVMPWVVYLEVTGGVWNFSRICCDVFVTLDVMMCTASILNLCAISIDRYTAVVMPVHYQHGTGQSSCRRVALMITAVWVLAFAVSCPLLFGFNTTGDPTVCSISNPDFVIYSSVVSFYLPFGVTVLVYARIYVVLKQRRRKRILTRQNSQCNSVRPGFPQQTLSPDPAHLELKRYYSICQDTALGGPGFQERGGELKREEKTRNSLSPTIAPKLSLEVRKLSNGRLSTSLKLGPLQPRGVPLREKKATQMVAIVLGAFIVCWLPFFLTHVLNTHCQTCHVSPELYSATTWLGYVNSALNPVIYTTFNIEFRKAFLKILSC
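Cells plated overnight at 1500 cells/well, then exposed to library compounds with dopamine controls for 90 minutes at 37 degrees C. DiscoveRx reagent added for 30–60 minutes at room temperature; luminescence read, quantitative HTS format.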
aSyn rescue – inhibitors of alpha-synuclein toxicity in yeast; Potency, µM (doses to about 46.1 µM), for inactives: top-dose growth rescue (activation), usual class: activators; AID 652106; Yeast expressing alpha-synuclein, growth rescue, BacTiter-Glo, 24 h; actives 0.14% (n = 370,000); also: potency is read from the fitted curve at half-maximal effect; % of control where 0% means no effect; nearly all actives have a fitted effect of over 65% in size
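Readout is rescue of growth in alpha-synuclein-expressing yeast, so inhibitors of toxicity appear as activators. Growth after 24 hr at 30 deg C in galactose medium is quantified by luminescence.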
TDP-43 yeast inh – inhibitors of TDP-43 toxicity in yeast | Potency, µM (top dose mostly 46.1 µM), inactives show at the top dose growth rescue (activation), most hits filed as activators | actives 1.8% (n = 410,000) | TDP-43 expressing yeast growth rescue, BacTiter-Glo, 24 h; also: potency is read from the fitted curve at half-maximal effect; % of control where 0% means no effect; nearly all actives have a fitted effect of over 50% in size
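Readout is BacTiter-Glo luminescence of cell growth, so inhibitors register as activators. TDP-43-expressing yeast at OD600=0.02 in galactose medium, after raffinose pregrowth to mid-log, were incubated with compound for 24 hr at 30 deg C.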
PTHR1 agonist – agonists of human PTHR1 parathyroid hormone receptor; Q03431; HEK293 GP2 PTHR1 cells, GloSensor cAMP luminescence, 1 h; Potency, µM (doses to about 115 µM), without a hit: top-dose activation, most hits filed as activators; actives 0.075% (n = 410,000); also: potency is read from the fitted curve at half-maximal effect; nearly all actives have a fitted effect of over 55% in size; some results filed as inactive show a strong effect at the top dose; inactives centre near -15; many of its hits are not listed in these tables
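HEK-293-derived GP2 cells expressing PTHR1 and a GloSensor cAMP reporter, 3,000/well, plated overnight, given luciferin plus IBMX (each 0.5 mM as added) for 1 h at 37 °C, then compound for 1 h at 37 °C. Luminescence was read after 15 min at room temperature.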
Akt phos inh – Akt phosphorylation inhibition. Neuro2A IGF-stimulated pAkt S473 HTRF, 20 min; hits give low values. activity change, % for hits at 50 µM. actives 0.32% (n = 360,000); in the data active = activity change below about -80%; inconclusive = mostly about -51% to -80%; also: % is scaled to controls: 0 for no effect and ±100 for the full control effect
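Single-point screen (50 µM final compound) in Neuro2A cells stimulated 20 min with 6 nM IGF at 37 deg C. After lysis, Ser473-phosphorylated Akt read by HTRF (ex 330 nm, em 615/665 nm) as the 665/615 ratio.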
FUS yeast rescue – FUS proteinopathy suppression in yeast; S. cerevisiae FUS-expressing, growth rescue, OD600, 24 h; Potency, µM (top dose mostly 76.6 µM), for inactives: at the highest dose growth rescue (activation), actives largely listed as activators; actives 0.24% (n = 390,000);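 also: potency is read from the fitted curve at half-maximal effect; plate controls were DMSO vehicle for no effect and reference control for full effect; nearly all actives have a fitted effect of over 55% in size; some results filed as inactive show a strong effect at the top dose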
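Yeast expressing FUS under galactose induction, OD 0.005 in 2% galactose medium; compounds in a dilution series, 24 h at 30C. Growth rescue by absorbance at 600 nm; CP55940 positive control, DMSO negative.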
Abeta yeast res – A-beta toxicity reversal in yeast; yeast expressing A-beta42, growth rescue, OD600, 48 h; response scale: 0% DMSO, 100% iron-clioquinol control; Potency, µM (titrated, usually from 46.1 µM), for inactives: at the highest dose growth rescue, hits mostly activators; actives 0.063% (n = 410,000); also: potency is read from the fitted curve at half-maximal effect; nearly all actives have a fitted effect of over 55% in size
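Growth rescue measured by 600 nm absorbance after 48 h yeast culture at 30 C with compound. Values normalized between DMSO and an equimolar ferric chloride plus clioquinol control.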
GLP-1R agonist – activates the human GLP-1 receptor; P43220; HEK293 GLP-1R CRE-luciferase, luminescence, 4-6 h; cells express a hypersensitive GLP-1R form; Potency, µM (series often up to 45.6 µM), for inactives: top-dose activation, usual class: activators; actives 0.007% (n = 380,000); also: potency is read from the fitted curve at half-maximal effect; % of control where 0% means no effect
Numbers without * were called inactive; i = inactive; ? = inconclusive; . = no result given; [ ] = remark or other dose. Unless noted, calls follow the shape of the dose curve; as a rule, active = well fitted curve in the direction sought with a large enough effect; inconclusive = small, poorly fitted or top-dose-only effect, or another doubt; inactive = no such curve, though single readings can be large; an effect the other way counts as inactive or inconclusive. These rows are one share of the data (hit frequency here may not be typical).

Assay codes: A = GLP1R inv ag; B = D3 antag; C = aSyn rescue; D = TDP-43 yeast inh; E = PTHR1 agonist; F = Akt phos inh; G = FUS yeast rescue; H = Abeta yeast res; I = GLP-1R agonist
> N#Cc1c(NC(=O)COC(=O)c2nccnc2N)sc2c1CCCC2
  A = 16% | B = 13 | C = -1% | D = -5% | E = -19% | F = i | G = 14% | H = -6% | I = 3%

> COc1ccc(OC)c(CNC(=O)c2ccc(N3Cc4ccccc4Oc4ncccc43)s2)c1
  A = 1% | B = . | C = . | D = 1% | E = 12% | F = . | G = -7% | H = -13% | I = .

> O=C(CSCc1ccccc1)N/N=C/c1ccccc1OCc1ccccc1
  A = 29% | B = 2 | C = 0% | D = -11% | E = i | F = i | G = 8% | H = -8% | I = 8%

> O=C(/C=C/c1ccccc1)Nn1cnc2ccccc2c1=O
  A = 20% | B = 7 | C = -1% | D = 20% | E = -29% | F = i | G = 12% | H = 3% | I = 1%

> CN(CC(=O)Nc1ccc(N2CCOCC2)cc1)CC(=O)Nc1ccccc1[N+](=O)[O-]
  A = 24% | B = -1 | C = -5% | D = 5% | E = -19% | F = i | G = -1% | H = 3% | I = 1%

> C/C(=N\NC(=O)c1cc(C2CC2)nc2ccccc12)c1ccc(O)cc1O
  A = ? | B = 19 | C = 7% | D = -8% | E = i | F = i | G = 28% | H = -3% | I = -6%

> O=C(Nc1cccc(C(F)(F)F)c1)Nc1nnc(N2CCCCCC2)s1
  A = 4% | B = . | C = . | D = 22%[9.22 µM] | E = i | F = . | G = -25% | H = -7% | I = .

> Cc1cccc(NC(=S)N(CCCN2CCOCC2)C(C)c2cc3ccccc3o2)c1 (stereo unspecified)
  A = ? | B = -10 | C = 3% | D = 10% | E = -41%[inhibitor] | F = i | G = 10% | H = . | I = -3%

> C/C(=N\NC(=O)C1(C)NC(C)(C)Cc2ccccc21)c1ccccc1 (stereo unspecified)
  A = ? | B = -13 | C = -1% | D = -21% | E = -14% | F = i | G = 19% | H = -5% | I = 15%

> N#CC1(C#N)CC(C=O)=C(N)C1(C#N)CC(=O)C12CC3CC(CC(C3)C1)C2 (stereo unspecified)
  A = ? | B = -2 | C = 6% | D = 10% | E = i | F = i | G = 36% | H = 0% | I = -5%

> Cc1ccc(-c2cc(N)n(-c3ccccc3)n2)cc1
  A = 0% | B = -13 | C = -19% | D = 20µM* | E = -15% | F = i | G = 24% | H = 11% | I = -4%

> C[C@@H]1COC(=O)CCC/C=C\C[C@@H](CC(=O)N(CCO)Cc2ccccc2)C(=O)N1
  A = 10% | B = 0 | C = -6% | D = 19% | E = -4% | F = i | G = -14% | H = 5% | I = -5%

> O=C(NC1CCCCC1)C(c1cccc2ccccc12)n1c(=O)c(-c2ccco2)nc2ccccc21 (stereo unspecified)
  A = -25% | B = -26 | C = ? | D = 0% | E = i | F = i | G = ? | H = 0% | I = .

> Cn1c(SCc2nn[nH]n2)nc2c1c(=O)n(Cc1ccccc1Cl)c(=O)n2C
  A = 4% | B = 12 | C = -1% | D = -3% | E = 0%[57.5 µM] | F = i | G = 10% | H = 0% | I = -1%

> CCC(Oc1ccccc1)C(=O)N1CCN(c2ccccn2)CC1 (stereo unspecified)
  A = 1% | B = 23 | C = 1% | D = 8% | E = -25%[57.5 µM] | F = i | G = 0% | H = 14% | I = 0%

> COc1ccc(CNC(=O)c2cc3cccc(OC)c3oc2=O)cc1
  A = 2% | B = . | C = -3% | D = 27% | E = i | F = . | G = -20% | H = 5% | I = -6%

> CCN(CC)CCCCCOc1ccccc1OC
  A = 0% | B = -18 | C = -32%[inhibitor] | D = -20% | E = i | F = i | G = 25% | H = -13% | I = -13%

> COCCn1c(C)cc(/C=C2/SC(=O)N(C(C)C(=O)OC)C2=O)c1C (stereo unspecified)
  A = -6% | B = -2 | C = 0% | D = 11% | E = -3% | F = i | G = 9% | H = -5% | I = 16%

> Cn1c(=NC(=O)c2ccccc2[N+](=O)[O-])sc2cccc(F)c21
  A = 8% | B = 11 | C = 2% | D = 13% | E = i | F = i | G = 43% | H = -1% | I = -5%

> CCOc1ccc(CC(=O)Nc2c(C(N)=O)oc3ccccc23)cc1OCC
  A = 2% | B = -12 | C = 3% | D = -3% | E = i | F = i | G = 4% | H = 7% | I = 0%

> COC(=O)CSc1ncnc2c1cnn2Cc1ccccc1
  A = 5% | B = -7 | C = 1% | D = 23% | E = i | F = i | G = 9% | H = -10% | I = -1%

> CCCN1CCN(c2ncc3c(n2)CCN(Cc2ccc(OC)c(OC)c2OC)C3)CC1
  A = -8% | B = . | C = . | D = 16% | E = 0% | F = . | G = -8% | H = 5% | I = .

> CCOC(=O)N1CCN(c2c(N3CCc4ccccc43)c(=O)c2=O)CC1
  A = 6% | B = 0 | C = 1% | D = 4% | E = i | F = i | G = -7% | H = -9% | I = -1%

> CSc1sc(C(=O)NCC2CC2)c2c1S(=O)(=O)N(C)c1ccccc1-2
  A = -19% | B = -20 | C = -9% | D = -23% | E = i | F = i | G = 4% | H = -7% | I = 0%

> COc1ccc(CCN2C(=O)c3[nH]nc(-c4ccccc4O)c3C2c2ccccc2)cc1OC (stereo unspecified)
  A = ? | B = -7 | C = 5% | D = 10% | E = -14% | F = i | G = -18% | H = -8% | I = -16%

> CC(C)c1ccc(OCC(=O)N(Cc2ccco2)C2CCS(=O)(=O)C2)cc1 (stereo unspecified)
  A = -22% | B = 17 | C = 1% | D = 23% | E = i | F = i | G = 4% | H = 4% | I = -1%

> COc1ccc(-c2cc(C(F)F)n3ncc(C(=O)N4CCc5ccccc5C4)c3n2)cc1
  A = ? | B = -15 | C = -2% | D = -10%[0.397 µM] | E = -13% | F = i | G = 31% | H = 10% | I = ?

> O=C(CCN1c2ccccc2Sc2ccccc21)Oc1ccccc1
  A = -30% | B = ? | C = -1% | D = -3% | E = -24% | F = i | G = 6% | H = 1% | I = 6%

> O=C(Nc1ccc(Oc2cccc(C(F)(F)F)c2)nc1)c1ccccc1
  A = ? | B = 21 | C = -8% | D = 4% | E = -41% | F = i | G = 10% | H = 14% | I = -24%

> Oc1ccc(-c2nnc(SCc3ccccc3)o2)cc1
  A = ? | B = -14 | C = 4% | D = ? | E = -7% | F = i | G = 13% | H = 6% | I = 2%

> CCOc1ccc(-n2nnnc2SCC(=O)Nc2cccc(O)c2)cc1
  A = ? | B = 10 | C = -1% | D = 15% | E = -18% | F = i | G = 3% | H = -7% | I = -1%

> CCN(C(=O)C1CCN(S(=O)(=O)c2cc(Br)cc3c2N(C(C)=O)CC3)CC1)c1cccc(C)c1
  A = 13% | B = . | C = . | D = 19% | E = i | F = . | G = ? | H = 1% | I = .

> CCN(c1ccccc1)S(=O)(=O)c1ccc(NC(=O)c2cc(=O)c3c(C)cc(C)cc3o2)cc1
  A = 14% | B = . | C = . | D = 17% | E = i | F = . | G = -20% | H = -4% | I = .

> O=C(/C=C/c1ccccc1)NC(N1CCOCC1)C(Cl)(Cl)Cl (stereo unspecified)
  A = -29% | B = 10 | C = 6% | D = -3% | E = i | F = i | G = -1% | H = 10% | I = 1%

> CCOC(=O)Cc1csc(NC(=O)CSc2nc(N)c3c(C)c(C)sc3n2)n1
  A = 0% | B = 21 | C = 4% | D = 15% | E = 22%[57.5 µM] | F = i | G = -3% | H = 4% | I = 24%

> O=C1OC(c2ccccc2)C(O)=C1c1ccccc1 (stereo unspecified)
  A = 3% | B = -29 | C = -10% | D = -5% | E = -27% | F = i | G = 13% | H = 2% | I = -10%

> CN(C(=O)CSc1cn(CC(=O)N2CCCCC2)c2ccccc12)c1ccccc1
  A = -6% | B = . | C = . | D = 21% | E = i | F = . | G = 29% | H = -4% | I = .

> Cc1ccc(N(C)C(=O)c2cnn(-c3ccccc3)c2C)c(C)c1
  A = ? | B = 2 | C = 6% | D = 14% | E = i | F = i | G = 11% | H = 4% | I = 6%

> Cc1cc(=O)n2[nH]cc(C(=O)O)c2n1
  A = 0% | B = 22 | C = 1% | D = -24% | E = 26% | F = i | G = 14% | H = -18% | I = 8%

> CN(C)c1ccc(Nc2nc3ccccc3n3nnnc23)cc1
  A = -5% | B = . | C = . | D = 17% | E = -4% | F = . | G = 14% | H = -16% | I = .

> COc1ccc(CC(=O)NNC(=O)c2ccccn2)cc1
  A = 17% | B = -12 | C = 0% | D = 6% | E = -3% | F = i | G = 5% | H = 6% | I = -1%

> O=C(NC1CC1)c1ccc(S(=O)(=O)NCC2CCCCC2)cc1
  A = 0% | B = 12 | C = 1% | D = 1% | E = i | F = i | G = -17% | H = 2% | I = 0%

> COc1cccc(CNC(=O)CCC2CCCN(C(=O)c3ccc(C)nc3)C2)c1 (stereo unspecified)
  A = 15% | B = 9 | C = 0% | D = . | E = -2% | F = i | G = 17% | H = 5% | I = 3%

> Cc1ccc(Cc2c(-c3ccc(C)cc3)nc3ccc(Cl)cn23)cc1
  A = 10µM* | B = 3 | C = 0% | D = 25µM* | E = i | F = i | G = 20% | H = -24% | I = -3%

Reprinted at random: 3 entries already listed.
Assay codes: A = GLP1R inv ag; B = D3 antag; C = aSyn rescue; D = TDP-43 yeast inh; E = PTHR1 agonist; F = Akt phos inh; G = FUS yeast rescue; H = Abeta yeast res; I = GLP-1R agonist
> Cc1ccc(N(C)C(=O)c2cnn(-c3ccccc3)c2C)c(C)c1
  A = ? | B = 2 | C = 6% | D = 14% | E = i | F = i | G = 11% | H = 4% | I = 6%

> O=C(NC1CC1)c1ccc(S(=O)(=O)NCC2CCCCC2)cc1
  A = 0% | B = 12 | C = 1% | D = 1% | E = i | F = i | G = -17% | H = 2% | I = 0%

> O=C(Nc1ccc(Oc2cccc(C(F)(F)F)c2)nc1)c1ccccc1
  A = ? | B = 21 | C = -8% | D = 4% | E = -41% | F = i | G = 10% | H = 14% | I = -24%
